Bioassay records (PubChem BioAssay)
TRPM1 prom inh – MITF TRPM1 promoter inhibition in SK-MEL-5 cells; SK-MEL-5 TRPM1 promoter luciferase, 24 h; inhibition, % at 12.5 µM; 330,000 compounds, 0.83% hits; AID 488899;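 active means mean inhibition across replicates of 60% or more, whatever share of single replicates reaches that level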; further: values of inactives mirror those of a sister screen read the other way
HIF-2a inh – blocks HIF-2a reporter activity; 786-0 RCC cells HIF-2a reporter, luciferase luminescence, overnight; inhibition, % at 18.8 µM; 360,000 compounds, 0.72% hits; AID 624352;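 active means inhibition of the luminescence signal of 40% or more relative to plate controls, in a single-dose primary screen at 18.75 µM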
Exocytosis inh – lytic granule exocytosis inhibition; TALL-104 LAMP-1 surface exposure, flow cytometry; cells stimulated with thapsigargin and PMA; inhibition, % at 10 µM; 360,000 compounds, 0.66% hits; AID 651702;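 active means inhibition above about 55%, limit read from the data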
Peg3 promoter – Peg3 promoter activity inhibition. HeLa PEG-Prom luciferase reporter, luminescence, overnight. inhibition, % at 20 µM. 360,000 compounds, 1.7% hits. AID 588405;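 active means inhibition of at least 50% at 20 µM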
hiPSC survival – hiPSC single-cell survival enhancement; ATPlite luminescence; 100% = ROCK inhibitor wells, 0% = DMSO; survival enhancement, % at 20 µM; 360,000 compounds, 0.044% hits; in the data active means survival enhancement above about 18%;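 further: cells exposed to compounds for 16 hours before the ATP read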
NR2E3 ag-1 – NR2E3 (human) agonism | AID 2300 | inhibition of corepressor binding, % at 4.78 µM | GST-NR2E3/biotin-RetCOR TR-FRET, 1536-well | 320,000 compounds, 0.12% hits;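 active means percent inhibition above the cutoff of mean plus 3 SD of all tested compounds, set per screening campaign, cut at about 20% in these data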;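 further: 0% = DMSO wells and 100% = biotin wells as full block of FRET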
Target sequence (Q9Y5X4 whole entry, looked up): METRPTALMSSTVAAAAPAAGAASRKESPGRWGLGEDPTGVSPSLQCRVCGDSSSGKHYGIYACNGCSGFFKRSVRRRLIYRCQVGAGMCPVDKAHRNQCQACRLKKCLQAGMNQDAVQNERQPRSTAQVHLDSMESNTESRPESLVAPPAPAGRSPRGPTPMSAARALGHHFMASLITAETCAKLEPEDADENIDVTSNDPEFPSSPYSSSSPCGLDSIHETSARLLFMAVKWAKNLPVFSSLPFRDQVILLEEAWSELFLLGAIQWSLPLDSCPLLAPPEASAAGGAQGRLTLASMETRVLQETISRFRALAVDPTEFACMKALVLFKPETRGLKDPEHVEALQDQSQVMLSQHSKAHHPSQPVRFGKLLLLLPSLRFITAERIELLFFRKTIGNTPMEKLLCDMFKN
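system = GST-tagged NR2E3 plus biotinylated RetCOR corepressor | input = 1.35 nM GST-NR2E3 | also added = 7 nM biotin-RetCOR | schedule = 5 h incubation at 4 °C | measured by = TR-FRET with europium anti-GST and streptavidin-D2, 340 nm excitation | read-out = percent loss of FRET ratio relative to control wells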
Vif inh – blocks HIV Vif function; inhibition, % at 7.49 µM; AID 602346; HEK293T cells, Vif self-association by quenched fluorescence, imaging, 24 h; 340,000 compounds, 0.35% hits; in the data active means inhibition above about 50%, passing the limit was not always enough; further: some results filed as inactive read as strong as hits
NR2E3 ag-2 – activates human NR2E3 receptor; Q9Y5X4; CHO-S Gal4-NCOR/VP16-NR2E3 two-hybrid, luciferase; inhibition of corepressor binding, % at 3.98 µM; 360,000 compounds, 0.35% hits; AID 602229;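 active means inhibition above the mean of all tested compounds plus 3 SD, cut at about 70% in these data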;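 further: 0% = DMSO with NR2E3 transfected cells and 100% = cells lacking NR2E3 construct; higher means lower luciferase signal from less NR2E3 corepressor binding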
PDI turbidity – inhibitors of human protein disulfide isomerase; inhibition, % at 10 µM; PDI insulin aggregation turbidity, A650, 90 min; 350,000 compounds, 0.052% hits; P07237;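 active means mean inhibition across replicates of 30% or more, whatever share of single replicates reach that level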;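 further: absorbance from insulin aggregation driven by PDI reduction with DTT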
Target sequence (P07237 whole entry, looked up): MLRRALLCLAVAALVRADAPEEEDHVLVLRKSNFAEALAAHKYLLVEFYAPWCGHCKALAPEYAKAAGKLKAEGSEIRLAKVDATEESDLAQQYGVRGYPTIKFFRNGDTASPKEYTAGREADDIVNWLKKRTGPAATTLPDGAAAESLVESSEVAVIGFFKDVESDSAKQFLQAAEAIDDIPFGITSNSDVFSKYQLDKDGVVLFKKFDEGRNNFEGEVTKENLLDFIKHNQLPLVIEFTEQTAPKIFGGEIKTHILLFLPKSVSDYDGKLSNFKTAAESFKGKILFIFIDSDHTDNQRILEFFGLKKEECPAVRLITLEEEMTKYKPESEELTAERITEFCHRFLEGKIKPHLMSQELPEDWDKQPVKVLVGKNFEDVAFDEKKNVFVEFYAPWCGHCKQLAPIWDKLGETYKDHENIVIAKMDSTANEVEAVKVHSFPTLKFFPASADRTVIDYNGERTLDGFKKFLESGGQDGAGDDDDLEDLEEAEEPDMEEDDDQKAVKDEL
aDG glyco act – increases alpha dystroglycan glycosylation | Pro5-aDG cells, alpha-DG glycosylation AlphaScreen (IIH6); 0% Pro5, 100% B10-LARGE cell signal | activation, % at 10 µM | 360,000 compounds, 0.22% hits | AID 624168;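 active means activation of at least 8% versus controls, or a plate z-score of at least 8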;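 further: Pro5 are CHO cells carrying HIG-tagged alpha-DG that lacks glycosylation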
CaV13 ICDI inh – Disruptors of the CACNA1D IQ motif to Ca2+-dependent inactivation inhibitor domain association, primary screening, Förster resonance energy transfer in intact living …. HEK cells, CFP/YFP FRET ICDI-IQ, plate reader, 10 min; percent FRET-ratio fall versus neutral wells. inhibition, % at 12.3 µM. 340,000 compounds, 0.098% hits. AID 743397;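 active means mean replicate inhibition of at least 30% and at least 1% of replicates passing that level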;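 further: 0% = median of the neutral control wells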
Numbers without * were called inactive; x = no result given.

SMILES	TRPM1 prom inh	HIF-2a inh	Exocytosis inh	Peg3 promoter	hiPSC survival	NR2E3 ag-1	Vif inh	NR2E3 ag-2	PDI turbidity	aDG glyco act	CaV13 ICDI inh
CC1=C(C(=O)OC(C)C)C(c2ccccc2)NC(=S)N1C (configuration not stated)	12	10	0	-2	0.5	-2	6	-13	11	0.0	-3
Cc1noc(C)c1COc1ccc(C(=O)NCCc2ccc(F)cc2)cc1	-16	-49	6	-12	-1.7	-2	31	0	13	-0.4	-2
COc1ccccc1Oc1nc(-c2ccccc2)cc(C)c1S(C)(=O)=O	10	28	0	9	-3.1	0	-8	16	-3	-0.1	-6
O=C1CCCC2=C1C(c1ccc(Cl)cc1)n1c(s/c(=C\c3ccc4ccncc4c3)c1=O)=N2 (configuration not stated)	2	39	-2	22	-0.2	1	-2	-27	-7	-0.7	-3
CCC(=O)NC(NC(=S)Nc1ccc(S(N)(=O)=O)cc1)C(Cl)(Cl)Cl (configuration not stated)	0	12	2	-1	-1.1	0	-6	2	-1	-0.5	-3
CCCn1c(=N)n(CC(=O)C(C)(C)C)c2ccccc21	2	20	1	2	-1.9	2	9	-10	-3	0.4	-2
C[C@H](CO)N1C[C@H](C)[C@@H](CN(C)S(=O)(=O)c2ccccc2C#N)OCc2cn(nn2)CCCC1=O	x	4	-5	12	3.9	x	1	-30	2	0.0	-5
FC(F)(F)c1ccc(Cl)c(NC(=S)N/N=C/c2ccccc2C(F)(F)F)c1	-10	18	-4	3	0.1	-1	7	13	-15	-0.2	-3
Cc1csc(Sc2ccc(C(=O)OCC(=O)Nc3ccc(OC(F)(F)F)cc3)cc2[N+](=O)[O-])n1	7	10	-2	-11	0.9	-2	1	-12	-2	0.9	-4
COc1ccccc1-c1sc2ccccc2c1C#Cc1ccc(N(C)C)cc1	11	3	-3	0	2.1	x	-2	-10	-7	-0.4	-12
Cc1ccc(NC(=O)COC(=O)Cc2ccc(Br)cc2)cc1S(=O)(=O)N1CCOCC1	9	11	-16	1	-2.1	x	2	-12	5	-0.1	-6
NC(=O)CSc1nc2c(sc3ccccc32)c(=O)n1CCCN1CCOCC1	-3	-9	0	-7	-0.7	1	-3	-15	0	0.1	-4
Cc1ccc(NC(=O)C2CCCN2C(=O)NC2CCCCC2)cc1C (configuration not stated)	7	14	0	-4	0.2	0	x	-9	0	0.2	-7
CCc1nc2ccc(C(=O)Nc3ccc4c(c3)OCC(=O)N4)cn2c1N(C)C(=O)C1CCCCC1	x	-6	-4	-1	5.1	x	3	22	-7	-0.3	-5
Cc1noc(NS(=O)(=O)c2ccc(NC(=O)c3ccc(Br)o3)cc2)c1C	7	8	-4	11	-2.6	2	-2	4	10	0.0	x
CCCCCCCCSc1nnc(CSc2nc3nc(C)cc(C)n3n2)o1	-5	2	-4	6	-0.4	-1	-1	6	-9	0.9	-7
Nc1c(Cl)cc(-c2csc(N3CCCC3c3nc4cc(Cl)c(Cl)cc4n3CCOCCO)n2)cc1Cl (configuration not stated)	22	10	-5	4	1.8	1	-3	-19	3	0.1	-5
CCCC(=O)N1CCC1(C)C(=O)Nc1cccc(F)c1 (configuration not stated)	x	0	-1	9	5.1	x	x	-7	4	-0.2	x
Cc1ccc(CSc2nc3[nH]ncc3c(=O)[nH]2)cc1	-33	-149	-2	-175	-0.8	0	1	-60	-77	-0.1	-17
CCOC(=O)CNC(c1ccccc1)c1cc(Br)ccc1NC(C)=O (configuration not stated)	-4	8	3	11	-0.2	1	-4	13	-1	0.4	-5
COc1ccc(C2C3=C(CCCC3=O)Nc3nc(C(F)(F)F)nn32)cc1OC (configuration not stated)	-5	2	2	7	4.4	2	30	-14	0	0.0	-5
Cc1c(NC(=O)CN2CCN(c3cccc(Cl)c3)CC2)c(=O)n(-c2ccccc2)n1C	-8	9	0	0	2.6	2	x	-16	-3	-0.3	-6
CC(C)Cc1nc(N2CCOCC2)c(C#N)c2c1CCC2	8	20	2	19	-2.5	0	-8	-10	-5	-0.1	x
COC(=O)c1c(C)[nH]c(C)c1-c1ccc(C)cc1	-12	13	0	12	5.9	2	9	-12	7	-0.1	x
CCOC(=O)N1CCN(C(=O)CSC2=NS(=O)(=O)c3ccccc3N2)CC1	-3	6	-1	2	-0.6	1	x	-23	-3	0.5	-5

Additional compounds:
SMILES	TRPM1 prom inh	HIF-2a inh	Exocytosis inh	Peg3 promoter	hiPSC survival	NR2E3 ag-1	Vif inh	NR2E3 ag-2	PDI turbidity	aDG glyco act	CaV13 ICDI inh
CCCCNC(=O)CC(C(=O)N1CCc2ccccc21)n1ccnc1 (configuration not stated)	6	12	7	-1	-1.6	4	13	20	14	0.0	-7
CC(Sc1n[nH]c(=O)n1Cc1ccccc1)C(=O)NC1CCCCC1C (configuration not stated)	-3	11	-4	2	0.1	1	-7	-1	-1	-0.3	-2
O=C(NC1CCCC1)c1cc(-c2cccs2)on1	-13	-440	-3	-147	0.7	1	x	-132	2	-0.2	-6
Cc1cc(=O)oc2c3c(cc(OCC(=O)N[C@@H](C)C(=O)O)c12)OC(C)(C)CC3	11	11	2	12	0.6	x	3	-28	1	0.0	-7
CCOC(=O)CC1C(=O)NCCN1C(=O)COc1ccc(Br)cc1C (configuration not stated)	3	8	-4	14	11	2	-2	-9	-3	0.2	2
OC[C@H]1OC(O)C[C@@H](O)[C@@H]1O (some centres not stated)	-3	11	-7	2	-1.6	2	-3	-11	2	0.0	-5
Cc1cc(C)n(-c2ccc(C(=O)OCC(=O)Nc3ccc([N+](=O)[O-])cc3)cc2)n1	16	16	4	-2	1.1	-2	10	-2	7	0.1	-6
O=c1[nH]c(Cc2ccccc2)nc2scc(-c3ccccc3)c12	-12	-27	-1	-20	-0.6	-3	5	-11	-6	0.4	x
COc1ccc(/C=C/C(=O)c2c(C)cc(C)[nH]c2=O)c2ccccc12	22	18	-6	5	-0.1	0	1	-9	7	-0.1	-2
COc1ccc(/C=C/C2=NNC(=O)CC2)cc1	14	-162	9	-113	-1.0	-4	-8	-59	5	-0.2	-4
COc1cc2c(cc1OC)C(=O)C(Br)CC2 (configuration not stated)	x	8	100*	65*	-1.1	x	7	-8	-9	0.3	x
O=C(O)c1ccc(N2CC3CC(C2)c2cccc(=O)n2C3)c(NC(=S)Nc2ccc(Br)cc2)c1 (configuration not stated)	7	-57	-7	-24	10	-4	-8	6	-1	-0.1	-5
CC(=O)c1ccccc1Oc1nc(CN2CCOCC2)nc2scc(-c3cccs3)c12	-8	23	-4	14	4.4	1	4	-12	3	0.0	-6
CC(C)C(C(=O)Nc1nccs1)N1C(=O)c2ccccc2C1=O (configuration not stated)	-12	11	-1	0	0.8	2	-3	16	2	0.2	-3
Cc1sc2nc(CN(Cc3cccs3)C(=O)NC3CCCCC3)[nH]c(=O)c2c1C	9	20	1	40	0.2	-1	-24	-15	-4	0.2	0
Fc1cccc2sc(N3CCCCC3)nc12	-47	-200	-2	-169	-1.4	-1	3	-66	2	-0.4	-8
CN(CC1COc2ccccc2O1)C(=O)c1ccc(N(C)C)cc1 (configuration not stated)	1	-61	0	-11	1.0	3	-6	-49	9	0.1	-4
O=C(c1cc2ccccc2o1)N1CCN=C1SCc1cccc(F)c1	-19	-8	0	-10	0.4	-3	1	-13	3	0.1	7
COCCNC(=O)CN1CCC(NC(=O)Nc2ccccc2)CC1	-9	13	1	16	-0.1	3	21	1	-4	-0.1	-5
CCc1ccc([C@@H]2CC(=O)[C@@H]3CN(S(=O)(=O)c4ccc(C)cc4)[C@H](c4ccc(Cl)cc4)C[C@@H]3N2S(=O)(=O)c2ccc(C)cc2)cc1	x	9	-4	15	0.5	x	x	7	x	0.8	-3
COC(=O)C1=C(C)N(Cc2ccccc2)C(=NCc2cc(OC)c(OC)c(OC)c2)N[C@H]1c1cccc(F)c1	-7	1	6	-10	-4.5	6	x	-4	1	0.5	x
Cc1cc(Nc2ccccc2Cl)c2ccccc2n1	11	18	46	9	0.3	-1	-2	-10	0	0.6	-2
Cc1ccc(-c2cc3nc(-c4ccccc4)cc(N4CCC5(CC4)OCCO5)n3n2)cc1	0	-218	-2	-100	3.9	0	3	-47	-13	0.6	x
O=c1sc2ccccc2c(N2CCN(c3ccccc3)CC2)c1[N+](=O)[O-]	-2	0	5	6	3.6	-2	10	-26	-6	0.9	-7
c1ccc(CN2CCC3CC2c2ccc(N4CCOCC4)cc23)cc1 (configuration not stated)	x	0	1	-6	-3.5	x	-3	-5	8	0.2	x

3 records picked at random from the list so far:
SMILES	TRPM1 prom inh	HIF-2a inh	Exocytosis inh	Peg3 promoter	hiPSC survival	NR2E3 ag-1	Vif inh	NR2E3 ag-2	PDI turbidity	aDG glyco act	CaV13 ICDI inh
Cc1sc2nc(CN(Cc3cccs3)C(=O)NC3CCCCC3)[nH]c(=O)c2c1C	9	20	1	40	0.2	-1	-24	-15	-4	0.2	0
O=C(c1cc2ccccc2o1)N1CCN=C1SCc1cccc(F)c1	-19	-8	0	-10	0.4	-3	1	-13	3	0.1	7
COc1ccccc1Oc1nc(-c2ccccc2)cc(C)c1S(C)(=O)=O	10	28	0	9	-3.1	0	-8	16	-3	-0.1	-6

(cont.)
SMILES	TRPM1 prom inh	HIF-2a inh	Exocytosis inh	Peg3 promoter	hiPSC survival	NR2E3 ag-1	Vif inh	NR2E3 ag-2	PDI turbidity	aDG glyco act	CaV13 ICDI inh
CCCC[n+]1ccn(C2=C([O-])c3ccccc3C(=O)/C2=N\S(=O)(=O)c2ccccc2)c1	96*	-5	1	20	-4.7	0	20	-15	-5	2.8	-4
COc1cccc(CNC(=O)C(NS(=O)(=O)c2ccc3c(c2)CCN3C(C)=O)C(C)C)c1 (configuration not stated)	-6	-12	-3	-52	-0.4	2	4	5	5	0.0	-2
Cc1ccc(OCC(=O)N/N=C\c2cccs2)c([N+](=O)[O-])c1	3	-179	-4	-87	4.2	-1	-7	-7	12	0.6	8
CCc1nc(N2CCN(C(=O)CCCl)CC2)c2c3c(sc2n1)CCCC3	x	6	-9	30	2.2	x	-1	32	11	-0.5	-4
CC(C)(C)NC(=O)C(c1ccncc1)N(Cc1cccs1)C(=O)c1csnn1 (configuration not stated)	1	11	4	18	1.4	-5	2	1	-6	0.0	10
C[C@H](NC(=O)c1ccco1)C(=O)N1CCCC1	7	6	0	-2	0.2	2	-7	6	-4	0.1	-2
Cc1onc(-c2ccccc2Cl)c1C(=O)N1CCOC12CCCCC2	12	23	1	14	0.2	1	11	-21	-3	2.5	1
Clc1ccc(N2CCN(c3nc4nonc4nc3N3CCSCC3)CC2)nc1	-3	10	1	9	0.6	0	-2	-21	2	-0.1	-7
O=C(CSc1ncn(-c2ccccc2)n1)N1CCN(c2ccccc2)CC1	-3	9	0	14	-2.3	2	-1	-6	16	0.2	-4
O=C(N/N=C/C=C/c1cccc([N+](=O)[O-])c1)c1ccncc1	4	28	-4	11	1.0	0	-2	2	11	-0.1	0

Peg3 promoter: what is marked active above.
compound | TRPM1 prom inh | HIF-2a inh | Exocytosis inh | Peg3 promoter | NR2E3 ag-1 | Vif inh | NR2E3 ag-2 | PDI turbidity | aDG glyco act | CaV13 ICDI inh
COc1cc2c(cc1OC)C(=O)C(Br)CC2 (configuration not stated) | x | 8 | 100* | 65* | x | 7 | -8 | -9 | 0.3 | x
